Screening data as filed in PubChem BioAssay.
Bcl-xL primary: inhibitors of human Bcl-xL, primary screen, biochemical, fluorescence polarization, HTS | inhibition, % at 10.9 µM | AID 2129, 2009 | actives 0.7% (n = 320,000) | Bcl-2-like protein 1 (Homo sapiens), Q07817 | GST-Bcl-xL / FITC-Bim BH3 peptide fluorescence polarization;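 active = inhibition above the mean of all tested compounds plus 3 SD, cutoff set per campaign, cut at about 30% in these data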;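 also: 0% = DMSO wells and 100% = unlabeled Bim-BH3 peptide competitor; inhibitors lower millipolarization by displacing the labeled peptide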
Efflux pump mplx: inhibitors of Candida efflux pumps in yeast, primary screen, S. cerevisiae, Nile Red, multiplex | actives 0.44% (n = 330,000) | S. cerevisiae Candida pump triplex | inhibition, % at 10 µM;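 active = plate passing quality check with inhibition over a set limit, or well fluorescence over plate mean plus 4 SD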;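 also: Nile Red retained in pooled yeast measured as flow cytometry median fluorescence; 0% = buffer negative control and 100% = Enniatin B positive control; higher means more Nile Red kept so more efflux inhibition; some compounds called inactive have numbers as strong as hits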
MCL1-BIM inh: inhibitors of MCL1 binding to BIM-BH3, primary screen, biochemical, fluorescence polarization | Induced myeloid leukemia cell differentiation protein Mcl-1 (Homo sapiens), Q07820 | actives 0.68% (n = 320,000) | inhibition, % at 10.9 µM | GST-MCL1 / FITC-Bim-BH3 fluorescence polarization;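 active = inhibition above the mean inhibition of all tested compounds plus 3 SD, set per campaign, cut at about 40% in these data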;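 also: 0% = DMSO wells and 100% = unlabeled Bim-BH3 peptide control; higher means more loss of mP so more displacement of Bim peptide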
MEX-5 binding: MEX-5 zinc finger RNA-binding disruptors – biochemical, C. elegans, fluorescence polarization, MLPCN library, primary screen; activity score (negative = inhibition of binding), % at 10 µM; MEX-5/FITC-TCR2 RNA binding; active compounds read low; Zinc finger protein mex-5 (Caenorhabditis elegans), Q9XUB2; actives 0.38% (n = 300,000);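 active = inhibition past about -25% in most replicates, and total fluorescence under double the plate's negative control median, limit read from the data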;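 also: 0% = DMSO and -100% = 5 µM competing unlabeled TCR2 RNA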
PME-1 inh: PME-1 inhibitors via competitive probe labeling, primary screen, biochemical, fluorescence polarization, FP-Rh probe, HTS. AID 2130, 2009. inhibition, % at 5.9 µM. actives 0.53% (n = 320,000). recombinant PME-1;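 active = inhibition above the campaign mean of all compounds plus 3 SD, cut at about 26% in these data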;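 also: competitive labeling of PME-1 active site by serine hydrolase directed probe; 0% = PME-1 with DMSO and 100% = wells lacking PME-1 enzyme; inhibitors block probe labeling so polarization falls and inhibition rises; many of its hits are not listed in these tables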
GLD-1 RNA inh: GLD-1/TGE RNA complex disruptors, primary screen, biochemical, fluorescence polarization | actives 0.44% (n = 320,000) | Female germline-specific tumor suppressor gld-1 (Caenorhabditis elegans), Q17339 | inhibition, % at 5.96 µM | purified GLD-1 + fluorescein TGE RNA;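 active = percent inhibition above a per-plate cutoff, the plate mean of test compounds plus 3 SD, cut at about 30% in these data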;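 also: 0% = DMSO wells with GLD-1 and probe and 100% = wells lacking GLD-1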
Fam108B inh: mouse Fam108B serine hydrolase inhibitors, primary screen, counter-screen for RBBP9 inhibitor project, biochemical, fluorescence polarization | inhibition, % at 9.51 µM | recombinant Fam108B, FP-Rh probe fluorescence polarization | actives 0.33% (n = 300,000);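 active = inhibition above the screen mean inhibition plus 3 SD, computed separately per campaign, cut at about 18% in these data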;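 also: inhibitors lower polarization as less probe binds the enzyme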
GRK2 aptamer HTS: compounds blocking aptamer binding on GRK2 – biochemical, human GRK2, bead flow cytometry, HTS, primary screen. actives 0.59% (n = 330,000). FAM-aptamer displacement from GRK2. Beta-adrenergic receptor kinase 1 (Homo sapiens), P25098. inhibition of aptamer binding, % at 10 µM. AID 488847, 2010;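 active = inhibition of aptamer binding above 40%, roughly 3 SD of noise, on plates passing a quality check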;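 also: median bead fluorescence of bound FAM aptamer so fluorescent compounds give negative values; no value below 0 was filed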
VLA-4 inh: inhibition in human VLA-4 binding assay, primary screen, VLA-4 allosteric modulator project, MLPCN library, flow cytometry, VLA-4 expressing cells; inhibition, % (about 7 µM as worked out from the volumes in the protocol); actives 0.2% (n = 330,000); ligand binding flow cytometry; in the data active = inhibition above about 50%
Target sequence (P13612 whole entry, looked up): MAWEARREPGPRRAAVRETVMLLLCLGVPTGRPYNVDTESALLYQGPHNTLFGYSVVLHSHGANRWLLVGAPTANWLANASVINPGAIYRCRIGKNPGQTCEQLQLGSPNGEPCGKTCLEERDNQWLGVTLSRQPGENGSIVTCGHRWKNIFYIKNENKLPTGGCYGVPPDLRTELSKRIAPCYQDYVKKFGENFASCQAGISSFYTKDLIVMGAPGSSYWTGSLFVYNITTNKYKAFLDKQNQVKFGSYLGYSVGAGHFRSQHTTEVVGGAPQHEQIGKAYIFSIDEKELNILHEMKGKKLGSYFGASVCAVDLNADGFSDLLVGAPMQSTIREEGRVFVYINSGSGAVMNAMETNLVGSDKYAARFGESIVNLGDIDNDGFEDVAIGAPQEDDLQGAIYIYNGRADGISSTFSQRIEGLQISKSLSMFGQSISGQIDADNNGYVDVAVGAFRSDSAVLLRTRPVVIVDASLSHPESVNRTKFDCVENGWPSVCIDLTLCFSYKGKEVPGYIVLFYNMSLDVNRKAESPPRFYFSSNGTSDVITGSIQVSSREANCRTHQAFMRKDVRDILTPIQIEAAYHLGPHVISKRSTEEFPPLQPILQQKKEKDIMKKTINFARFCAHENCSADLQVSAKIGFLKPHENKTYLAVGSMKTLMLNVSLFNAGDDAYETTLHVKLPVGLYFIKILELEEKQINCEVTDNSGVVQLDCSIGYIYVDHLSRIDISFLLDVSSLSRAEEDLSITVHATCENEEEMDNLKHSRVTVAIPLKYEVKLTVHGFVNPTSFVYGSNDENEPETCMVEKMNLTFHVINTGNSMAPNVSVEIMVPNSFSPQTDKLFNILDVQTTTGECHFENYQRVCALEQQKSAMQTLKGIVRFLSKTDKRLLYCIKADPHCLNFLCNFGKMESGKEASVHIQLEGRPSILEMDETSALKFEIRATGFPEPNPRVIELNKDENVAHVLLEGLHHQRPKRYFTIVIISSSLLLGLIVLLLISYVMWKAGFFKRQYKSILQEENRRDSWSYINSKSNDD
* = called active by the depositor; . = not tested or not shown. An excerpt; rates above refer to the full screens.

entry	structure	GLD-1 RNA inh	VLA-4 inh	MEX-5 binding	PME-1 inh	MCL1-BIM inh
1	Cc1cccc(Cl)c1NC(=O)N1CCN(c2ccnc3cc(Cl)ccc23)CC1	6	-3	2.4	-1	4
2	C=CCn1c2ccccc2c2nnc(SCC(=O)OCN3C(=O)c4ccccc4C3=O)nc21	-2	-2	-0.1	2	4
3	COc1ccccc1N1CCN(C2CCCN(C(=O)CC(F)(F)F)C2)CC1 (stereo not drawn)	3	19	-1.5	2	-5
4	CCN(c1ccccc1)S(=O)(=O)c1ccc(C(=O)NC2CCN(Cc3ccccc3)CC2)cc1	-2	5	.	.	.
5	S=c1[nH]nc(COc2ccc3c(c2)OCO3)n1-c1ccccc1	3	8	1.7	-10	-16
6	O=C(CSc1nnc(-c2ccc(F)cc2)c2ccccc12)Nc1c(F)cccc1F	4	0	2.2	-5	-4
7	COc1cccc(NC(=O)CSc2ccc3nnc(CCNC(=O)c4ccccc4)n3n2)c1	-10	-13	-1.5	-4	-3
8	O=C(c1cc(COc2ccc(F)cc2Cl)on1)N1CCN(C2CCCC2)CC1	11	12	0.4	2	1

entry	Efflux pump mplx	Fam108B inh	Bcl-xL primary	GRK2 aptamer HTS
1	-0.2	-1	6	2
2	-0.1	-4	7	0
3	-0.1	-3	1	3
4	0.0	.	.	0
5	0.0	-4	-16	0
6	0.1	0	2	0
7	-0.1	2	2	0
8	-0.1	-1	8	0

The list goes on.
entry	structure	GLD-1 RNA inh	VLA-4 inh	MEX-5 binding	PME-1 inh	MCL1-BIM inh
9	CCN1CCc2c(sc(NC(=S)NC(=O)c3ccc(Cl)cc3)c2C(N)=O)C1	-17	6	-1.3	3	-11
10	Cc1ccc(OCCC(=O)NNC(=O)c2cc(C)oc2C)cc1	-6	-25	-0.8	-9	1
11	O=C(CSc1nc2ccccc2o1)Nc1ccccc1N1CCCCCC1	3	1	0.7	9	-4
12	CN(C)S(=O)(=O)N1CCc2ccc(NC(=O)c3ccccc3Cl)cc2C1	0	-1	-2.5	1	7
13	O=C(/C=C/c1ccco1)c1ccc(NC(=O)C23CC4CC(CC(C4)C2)C3)cc1	-8	-9	4.9	-20	-9
14	C=CCn1c(C)cc(-c2csc(NC(=O)C3=COCCO3)n2)c1C	11	10	0.5	1	2
15	CCN(CC(=O)Nc1ccc2c(c1)OCCO2)C(=O)/C=C/c1ccc(OC)cc1OC	0	-6	-1.5	-1	1
16	COc1ccc(NC(=O)C(C)Oc2ccc(/C(C)=N\O)cc2)cc1 (stereo not drawn)	-10	13	-0.6	-1	-2

entry	Efflux pump mplx	Fam108B inh	Bcl-xL primary	GRK2 aptamer HTS
9	0.0	4	0	1
10	0.0	4	5	0
11	0.0	-1	-6	0
12	0.0	3	6	2
13	0.5	-22	-3	3
14	-0.1	3	4	3
15	-1.8	6	4	0
16	0.1	-3	1	0

The final 2 records of the part above are carried over, then new ones follow:
entry	structure	GLD-1 RNA inh	VLA-4 inh	MEX-5 binding	PME-1 inh	MCL1-BIM inh
15	CCN(CC(=O)Nc1ccc2c(c1)OCCO2)C(=O)/C=C/c1ccc(OC)cc1OC	0	-6	-1.5	-1	1
16	COc1ccc(NC(=O)C(C)Oc2ccc(/C(C)=N\O)cc2)cc1 (stereo not drawn)	-10	13	-0.6	-1	-2
17	Cc1ccc2c(c1)c1ncn(Cc3ccc(F)cc3)c(=O)c1n2C	3	18	2.4	-2	-5
18	N#CC(C(=S)Nc1ccccc1)c1nc2ccccc2[nH]1 (stereo not drawn)	6	3	3.9	11	-2
19	CCOC(=O)c1c(C)[nH]c(C(=O)Nc2ccc3c(c2)OCO3)c1C	-2	-23	-0.3	15	3
20	CCOC(=O)c1c(C)n(S(=O)(=O)c2ccc(C)cc2)c2ccc(O)c(C(=O)O)c12	-2	3	-4.0	-4	9
21	Cc1ccc(C(=O)NC2CCCCC2)cc1	5	-13	2.2	-9	11
22	COc1ccc(CC(=O)NC(C)c2nnc(SCC(=O)c3ccc(OC)cc3)n2C)cc1 (stereo not drawn)	3	-3	2.1	1	1
23	Cc1ccc2c(CC(=O)NCC3COc4ccccc4O3)coc2c1 (stereo not drawn)	3	8	2.7	1	0
24	CCOC(=O)C1CCCN(C(=O)c2cc(S(=O)(=O)N3CCCCC3)c[nH]2)C1 (stereo not drawn)	-4	-19	0.5	-5	0

entry	Efflux pump mplx	Fam108B inh	Bcl-xL primary	GRK2 aptamer HTS
15	-1.8	6	4	0
16	0.1	-3	1	0
17	0.0	0	-4	0
18	-0.1	5	-10	1
19	0.1	1	-3	2
20	0.1	1	5	1
21	0.1	0	8	2
22	0.2	-2	-1	3
23	0.4	-5	4	1
24	0.3	-2	1	3

Carrying on:
entry	structure	GLD-1 RNA inh	VLA-4 inh	MEX-5 binding	PME-1 inh	MCL1-BIM inh
25	COc1ccc(CCNCC(O)COc2ccc(Cl)cc2)cc1OC (stereo not drawn)	1	11	2.2	-3	-3
26	N#Cc1cn(Cc2ccccc2)c2ccccc12	12	-3	2.9	2	11
27	COCC(=O)Nc1nc2n(n1)C(c1ccccc1Cl)CC(c1ccc(OC)cc1)N2 (stereo not drawn)	5	8	0.4	-1	9
28	CCCn1ccnc1SC(C)C(=O)Nc1c(C)n(C)n(-c2ccccc2)c1=O (stereo not drawn)	4	10	.	8	0
29	COC(=O)c1c(-c2ccccc2)csc1NC1=NS(=O)(=O)c2ccccc21	3	-5	1.2	-3	10
30	CCOC(=O)c1c(NC(=O)C(=O)N/N=C/c2ccccc2OC)sc2c1CCCCC2	-2	1	1.4	-7	12
31	CCOc1ccc(CCNC(=O)COc2cc(=O)n(C)c3ccccc23)cc1OCC	7	2	-0.8	-1	12
32	COc1ccccc1OCCCCN1CCN(c2ccccc2OC)CC1	5	-7	-2.1	-1	-1

entry	Efflux pump mplx	Fam108B inh	Bcl-xL primary	GRK2 aptamer HTS
25	0.0	1	-3	0
26	0.0	1	8	1
27	-0.7	2	7	0
28	0.1	.	0	1
29	0.7	7	4	0
30	-0.4	-7	1	1
31	-0.1	-5	-2	3
32	-0.1	1	4	0

New compounds follow.
entry	structure	GLD-1 RNA inh	VLA-4 inh	MEX-5 binding	PME-1 inh	MCL1-BIM inh
33	C=CCN(CC=C)C(=S)NC(=O)c1ccc(OC)cc1	3	52*	1.6	-4	3
34	CN1CCN(C(=O)/C(=C/c2ccco2)NC(=O)c2ccccc2)CC1	11	21	-2.4	-6	0
35	Cc1cc(C(=O)Nc2c(C)nn(Cc3c(Cl)cccc3Cl)c2C)no1	2	2	-0.1	0	-5
36	O=C(CCCCn1c(=O)c2ccccc2n(Cc2ccccc2)c1=O)NC1CCN(Cc2ccccc2)CC1	1	0	-3.5	-8	7
37	COc1cc(C(=O)Nc2ccc3c(c2)OCCO3)ccc1-n1cnnn1	0	-2	0.6	1	1
38	O=C(C1CCN(S(=O)(=O)c2cccc3cccnc23)CC1)N1CCN(c2ccccn2)CC1	-7	-3	-0.6	16	0
39	Cn1cnnc1SCC(=O)NC1CCCc2ccccc21 (stereo not drawn)	2	-12	0.6	2	2
40	O=C(NCC1CCN(Cc2ccccc2F)CC1)Nc1cccc(Br)c1	3	38	-1.0	-7	1

entry	Efflux pump mplx	Fam108B inh	Bcl-xL primary	GRK2 aptamer HTS
33	0.1	-6	5	1
34	0.1	-2	2	1
35	-0.2	-2	2	0
36	0.0	1	2	0
37	0.1	1	4	3
38	0.1	2	5	0
39	-0.1	4	6	1
40	-0.3	5	3	0

Part of the list above with just Fam108B inh and VLA-4 inh:
No.	canonical_smiles	Fam108B inh	VLA-4 inh
33	C=CCN(CC=C)C(=S)NC(=O)c1ccc(OC)cc1	-6	52*
34	CN1CCN(C(=O)/C(=C/c2ccco2)NC(=O)c2ccccc2)CC1	-2	21

Going on with the list:
entry	structure	GLD-1 RNA inh	VLA-4 inh	MEX-5 binding	PME-1 inh	MCL1-BIM inh
41	CNC(=O)Cc1csc2ccc(Cl)cc12	-2	3	1.9	-7	-6
42	N#C[C@H]1C2OC2c2ccccc2N1C(=O)c1ccccc1 (stereo partly drawn)	5	-7	0.3	2	0
43	N#Cc1ccc(/C=N/N=C(N)N)cc1	-1	-19	-0.2	-4	3
44	O=C(/C=C/c1ccccc1)n1cnnc1SC/C=C/c1ccccc1	5	12	0.1	1	12
45	Nn1c(SCC(=O)Nc2cccnc2Cl)nnc1-c1ccccc1	1	-44	.	-6	7
46	Oc1cccc(/C=N/N2CCCCC2)c1O	-7	7	-7.0	2	10
47	CC1(C)CC(=O)c2cc(OCC(=O)O)ccc2O1	2	9	1.0	0	9
48	CCOc1ccccc1NC(=O)c1cc(S(=O)(=O)N2CCOCC2)ccc1C	-5	-14	2.1	-4	-1
49	CCc1noc(C)c1C(=O)NNC(=O)c1ccccc1Cl	-4	-27	.	5	8
50	O=C(Nc1nnc(C2CC2)s1)C1Cc2ccccc2CN1S(=O)(=O)c1ccccc1F (stereo not drawn)	-2	-70	0.7	-4	0
51	COc1ccc(OC)c(S(=O)(=O)CC(O)COc2ccccc2Cl)c1 (stereo not drawn)	9	-2	-1.7	4	2

entry	Efflux pump mplx	Fam108B inh	Bcl-xL primary	GRK2 aptamer HTS
41	0.2	-4	2	1
42	-0.3	-1	7	0
43	-0.2	1	4	0
44	0.0	2	8	4
45	-0.1	.	14	3
46	0.0	0	3	2
47	0.1	4	4	3
48	0.4	-4	6	1
49	-0.1	.	1	4
50	-0.1	-1	0	1
51	0.0	5	-2	1
